GSK3A inh: human GSK-3 alpha kinase inhibition. P49840. ADP-Glo luminescence, 60 min. inhibition, % at 10 µM. hit rate 0.1% among 320,000;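 in the data active = inhibition above about 50%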;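 also: GST-tagged GSK-3 alpha with peptide substrate and 25 µM ATP; 0% = DMSO neutral wells and 100% = GW8510 positive control wells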
GSK3B inh: human GSK3beta kinase inhibition. GST-GSK3beta kinase, ADP-Glo luminescence, 60 min; hits give low values. activity score (negative = inhibition), % at 10 µM. hit rate 0.038% among 300,000. AID 2097;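 active = more than half of replicate wells score below -50%, meaning over 50% inhibition versus plate controls; inconclusive = some replicates but at most half score below -50%; inactive = no replicate scores below -50%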;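 also: 0% = median DMSO wells and -100% = median GW8510 positive control wells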
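test system = GST-tagged human GSK3beta kinase, cell-free | reagent = 25 µM ATP with peptide substrate | dosing = one dose of 10 µM per compound | schedule = 60 min reaction, RT | detection = luminescent ADP-Glo measurement of ADP formed | control set = DMSO neutral wells and GW8510 at 20 µM as positive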
KCNK3 inh: human KCNK3 channel inhibition, primary screen; O14649; CHO-KCNK3 thallium flux, FluxOR fluorescence; hits give low values; B-score at 10 µM; hit rate 0.84% among 340,000;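 active = B-score under library mean minus 4 SD, starting fluorescence ratio at most library mean plus 5 SD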;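 also: more negative B-score means stronger inhibition of thallium flux through KCNK3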
DYRK1A inh: blocks rat Dyrk1A kinase activity | Q63470 | ADP-Glo luminescence, NFATc1 peptide | inhibition, % at 12.5 µM | hit rate 0.43% among 310,000; in the data active = inhibition above about 50%;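 also: plate controls were vehicle with enzyme for no effect and no enzyme for full effect; many of its hits are not listed in these tables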
PolyA inh: inhibitors of polyadenylation in S. cerevisiae | S. cerevisiae SKY197-pL101 polyadenylation reporter, beta-gal luminescence; efflux-impaired pdr1/pdr3 knockout yeast; score 100 = 6 SD above DMSO | calls only at 12 µM | hit rate 0.02% among 300,000 | AID 1875;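 active = lowest replicate activity score at least 50, where 100 means six control SD above control mean; inconclusive = lowest score under 50 but half or more replicates reach 50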;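 also: yeast exposed to compound for 9 h at 30 °C; higher score means more reporter readthrough which indicates perturbed polyadenylation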
KCNQ1 act: human KCNQ1 channel potentiation or activation; hit rate 0.35% among 310,000; P51787; CHO-K1 KCNQ1, thallium flux FluxOR fluorescence; hits give high values; AID 2648; B-score at 10 µM;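 active = fluorescence ratio B-score, a plate-corrected score, at least three library SD, with initial intensity B-score within 5 SD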
Target sequence (P51787 whole entry, looked up): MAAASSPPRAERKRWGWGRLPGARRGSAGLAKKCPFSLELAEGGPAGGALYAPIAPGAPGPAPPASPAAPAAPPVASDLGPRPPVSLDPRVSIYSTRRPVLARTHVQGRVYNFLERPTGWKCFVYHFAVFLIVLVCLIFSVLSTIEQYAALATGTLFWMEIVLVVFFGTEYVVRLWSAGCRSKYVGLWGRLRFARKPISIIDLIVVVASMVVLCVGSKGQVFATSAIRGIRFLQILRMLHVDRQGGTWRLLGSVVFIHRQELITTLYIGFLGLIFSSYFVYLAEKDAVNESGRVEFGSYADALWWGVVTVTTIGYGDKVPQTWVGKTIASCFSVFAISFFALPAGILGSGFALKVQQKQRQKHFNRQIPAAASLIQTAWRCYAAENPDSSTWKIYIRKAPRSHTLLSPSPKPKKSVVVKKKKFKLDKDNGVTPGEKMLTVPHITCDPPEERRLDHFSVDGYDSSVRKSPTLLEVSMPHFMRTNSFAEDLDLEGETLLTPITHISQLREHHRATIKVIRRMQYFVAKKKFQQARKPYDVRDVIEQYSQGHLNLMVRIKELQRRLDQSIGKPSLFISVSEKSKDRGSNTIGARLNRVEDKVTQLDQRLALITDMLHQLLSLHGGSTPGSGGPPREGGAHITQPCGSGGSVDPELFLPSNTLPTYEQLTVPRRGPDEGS
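Schedule – 37 °C overnight plating, 90-min dark dye load, 20-min compound pretreatment · System – stable KCNQ1 CHO-K1 line · Probe or stimulus – thallium- and potassium-containing depolarizing buffer · Measured by – kinetic FluxOR fluorescence, 10 s baseline plus 110 s post-stimulus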
KCNK9 inh: blocks the human KCNK9 two-pore domain potassium channel. Q9NPC2. HEK293 KCNK9, FluxOR thallium flux fluorescence; hits give low values. B-score at 10 µM. hit rate 1.2% among 310,000. AID 488922;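 active = ratio B-score over 3 SD below the library mean, with starting fluorescence within 5 SD of its mean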;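 also: negative B-score means less thallium flux so channel inhibition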
RGS4 pot: RGS4 potentiation or activation | HEK293 M3R/inducible RGS4, carbachol calcium flux Fluo4; hits give low values | AID 463111 | B-score at 10 µM | hit rate 0.92% among 310,000;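 active = B-score of the integrated calcium signal more than 4 SD below the library mean, with starting fluorescence not abnormally high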;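 also: negative B-score means reduced calcium response which marks RGS4 activation or potentiation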
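Also added: carbachol at ECmax as muscarinic agonist stimulus; Assay system: HEK293 cells with stable M3R and inducible RGS4; Timing: overnight RGS4 induction, 30 min dye load 37 °C, 20 min compound RT; Measured by: Fluo4-AM (2 µM) calcium-flux fluorescence, kinetic read.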
KCNQ1 block: human KCNQ1 channel inhibition | P51787 | CHO-K1 KCNQ1, FluxOR thallium flux fluorescence; hits give high values | B-score at 10 µM | hit rate 1.3% among 310,000 | AID 2642;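 active = compounds whose thallium flux B-score, printed positive for inhibition, exceeds three library SD while starting fluorescence stays within three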;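 also: channel opened by potassium depolarization with thallium stimulus after 20 min compound exposure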
hERG protect: shields human hERG channel from block by proarrhythmic agents. hit rate 0.51% among 310,000. CHO-hERG, FluxOR thallium flux, dofetilide IC70 present. activation (rescue from dofetilide block), less the hit threshold, % at 10 µM;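 active = activation above the mean of controls blocked by dofetilide plus 5 SD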;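 also: thallium influx through hERG after potassium depolarization seen as dye fluorescence rise; in these data hits start at about 4.7%; inactives centre near -7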
HDAC3 inh: blocks human histone deacetylase 3 | O15379 | recombinant HDAC3, fluorogenic peptide/trypsin coupled, fluorescence | inhibition, % at 8.3 µM | hit rate 0.15% among 320,000; in the data active = inhibition above about 26%, passing the limit was not always enough; inconclusive = no clear call, values can overlap the other calls
Target sequence (O15379 whole entry, looked up): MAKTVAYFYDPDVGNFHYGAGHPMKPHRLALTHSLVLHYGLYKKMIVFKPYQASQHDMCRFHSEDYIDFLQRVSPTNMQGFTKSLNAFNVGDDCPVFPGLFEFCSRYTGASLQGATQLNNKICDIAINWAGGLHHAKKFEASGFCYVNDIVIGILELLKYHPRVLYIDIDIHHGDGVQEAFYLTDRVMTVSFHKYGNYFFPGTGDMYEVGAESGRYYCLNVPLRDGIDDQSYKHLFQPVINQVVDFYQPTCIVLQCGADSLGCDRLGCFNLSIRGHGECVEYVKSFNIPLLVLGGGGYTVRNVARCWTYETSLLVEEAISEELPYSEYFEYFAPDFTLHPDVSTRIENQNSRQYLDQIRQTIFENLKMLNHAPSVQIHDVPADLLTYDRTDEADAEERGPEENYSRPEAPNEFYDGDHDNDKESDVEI
Numbers without * were called inactive; i = inactive; ? = inconclusive; / = no result given. Some of the compounds tested; rates above refer to the full screens.

| item | canonical_smiles | GSK3A inh | GSK3B inh | KCNK3 inh | DYRK1A inh | PolyA inh | KCNQ1 act | KCNK9 inh | RGS4 pot | KCNQ1 block | hERG protect | HDAC3 inh |
| --- | --- | --- | --- | --- | --- | --- | --- | --- | --- | --- | --- | --- |
| 1 | CCC(=O)N(Cc1cc(=O)[nH]c2ccccc12)c1ccccc1C | / | -1 | i | 6 | i | i | i | i | i | -5 | -3 |
| 2 | COc1cccc(CNS(=O)(=O)c2c(C(=O)N3CCCCC3)c(C)n(C)c2C)c1 | -1 | 2 | i | -3 | i | i | i | i | i | -4 | 1 |
| 3 | CCOCCOC(=O)C1=C(C)NC(=O)NC1c1cc2c(cc1Br)OCO2 (centres undefined) | 6 | -3 | i | -3 | i | i | i | i | i | -2 | 4 |
| 4 | O=c1ccc(Cl)nn1-c1ccccc1 | -2 | -2 | i | 12 | i | i | i | i | i | -6 | 3 |
| 5 | COc1cccc(COC(=O)Nc2ccccc2F)c1 | -2 | -3 | i | -7 | i | i | i | i | i | -3 | 4 |
| 6 | O=C(O)CCC(=O)Nc1ccc(N2CCOCC2)cc1 | 0 | 2 | i | -5 | i | i | i | i | i | -5 | -1 |
| 7 | COc1cc(/C=N/n2nnnc2N)cc(OC)c1OC | 4 | 1 | i | / | i | i | i | i | i | -5 | 2 |
| 8 | CCN(CC(=O)NC1CCS(=O)(=O)C1)C(=O)/C=C/c1cccs1 (centres undefined) | 0 | 0 | i | 1 | i | i | i | i | i | -12 | 6 |
| 9 | O=c1ccc(Oc2nc(N3CCCCC3)nc(N3CCCCC3)n2)n[nH]1 | 0 | -1 | i | -5 | i | i | i | i | i | -15 | -2 |
| 10 | COc1ccc(C(=O)O/N=C2\C(=O)N(C)c3ccccc32)cc1 | 5 | 1 | i | 6 | i | i | i | i | i | -12 | 6 |
| 11 | CCN(C(=O)COC(=O)/C=C/c1cccc([N+](=O)[O-])c1)c1ccccc1 | -3 | 1 | i | / | i | i | i | i | i | -6 | -8 |
| 12 | C=CC[n+]1c(C)csc1Nc1ccc(C(=O)O)cc1 | -3 | 1 | i | 6 | i | i | i | i | i | -7 | 6 |
| 13 | CCc1ccc(-c2cc3c(=O)n(CC(=O)N4CCCCCC4)nc(C)n3n2)cc1 | 0 | 2 | i | -1 | i | i | i | i | i | -6 | 2 |
| 14 | Cc1ccc2c(c1)[C@@H](O)C[C@@H](C)N2N=O | -2 | -1 | i | -1 | i | i | i | i | i | -6 | -2 |
| 15 | O=C1C2C3C=CC(C3)C2C(=O)N1c1n[nH]c(-c2cccnc2)n1 (centres undefined) | -3 | 4 | i | -1 | i | i | i | i | i | -9 | 2 |
| 16 | COc1ccc(-c2nc3n(n2)C(=O)CC(c2ccco2)S3)cc1 (centres undefined) | -2 | -2 | i | -2 | i | i | i | i | i | -1 | 9 |
| 17 | CC(=O)NS(=O)(=O)c1cccnc1Nc1ccc(Cl)cc1 | 0 | -3 | i | -7 | i | i | i | i | i | -3 | -7 |
| 18 | COc1ccccc1NC(=O)CSc1nnnn1-c1ccc(C)cc1 | -2 | -1 | i | 4 | i | i | i | i | i | -10 | -4 |
| 19 | O=C(CSc1ncnc2scc(-c3ccccc3)c12)Nc1ccc(C(=O)O)cc1 | -2 | -3 | i | 25 | i | i | i | i | i | -13 | -3 |
| 20 | C[C@@]1([C@@H](NC(=O)c2cccs2)c2ccc(-c3ccccc3)cc2)C[C@H]1C1CCCCC1 | -5 | -3 | i | 16 | i | i | i | i | i | -7 | 2 |
| 21 | Cc1ccc(N2C(=O)C3C(C2=O)C(C(=O)c2ccc(Cl)cc2)N2CCCC32)cc1 (centres undefined) | -2 | 2 | i | -1 | i | i | i | i | i | -11 | 0 |
| 22 | Cc1c(Cl)cccc1NC(=O)NN1CCN(C)CC1 | 1 | -2 | i | 8 | i | i | i | i | i | -8 | 0 |
| 23 | COc1cccc(N=c2oc3c(C)ncc(CO)c3cc2C(N)=O)c1 | 4 | 3 | i | / | i | i | i | i | i | -16 | 14 |
| 24 | CN(c1ccccc1)c1nc(N)c([N+](=O)[O-])c(Nc2cccc(F)c2)n1 | -4 | 1 | i | -2 | i | i | i | i | i | -2 | 5 |
| 25 | COC(=O)c1cc(C)nc(N)c1C#N | 3 | 1 | i | 8 | / | i | i | i | i | -1 | -14 |
| 26 | CC(C)CN1CCC(=O)N([C@H](CSc2ccccc2)Cc2ccccc2)CC1 | -2 | 3 | i | / | i | i | i | i | i | -5 | 5 |
| 27 | COC(CNS(=O)(=O)c1ccc(S(=O)(=O)N2CCCC2)cc1)OC | 5 | 0 | i | 3 | i | i | i | i | i | -4 | 1 |
| 28 | COc1ccc(-c2noc(-c3cccc(OC)c3OC)n2)cc1OC | 0 | 1 | i | 9 | i | i | i | i | i | 0 | -1 |
| 29 | COC(=O)NNC(=O)C(c1ccccc1)c1ccccc1 | -3 | 2 | i | -8 | i | i | i | i | i | -4 | 2 |
| 30 | O=C(CCCC(=O)Nc1cccnc1)Nc1cccnc1 | -1 | -2 | i | -1 | i | i | i | i | i | -7 | -1 |
| 31 | Cc1ccc(-n2nc3c(c2NC(=O)c2c(F)cccc2Cl)CS(=O)(=O)C3)cc1C | 0 | 1 | i | -3 | i | i | i | i | i | -5 | ? |
| 32 | NC(=O)CSc1nc2ccccc2c(=O)n1Cc1ccccc1 | -5 | -2 | i | -6 | i | i | i | i | i | -9 | 1 |
| 33 | COC(=O)C1CC(O)CN1S(=O)(=O)c1cccs1 (centres undefined) | -1 | -2 | i | -4 | i | i | i | i | i | 0 | -4 |
| 34 | CC(C)C(NS(=O)(=O)c1ccccc1)C(=O)OCc1cc([N+](=O)[O-])cc2c1OCOC2 (centres undefined) | -2 | 6 | i | 3 | i | i | i | i | i | -11 | 7 |
| 35 | O=c1ccc2cc(S(=O)(=O)NCc3ccccc3)ccc2[nH]1 | -1 | 5 | i | 1 | i | i | i | i | i | -7 | 2 |
| 36 | COc1ccc(C2c3ccc4ccccc4c3Oc3ncn(CCCO)c(=N)c32)cc1 (centres undefined) | 4 | 1 | i | 2 | i | i | i | i | i | -20 | 13 |
| 37 | O=C(Nc1cccc([N+](=O)[O-])c1)N1CCCCCC1 | 1 | -2 | i | 3 | i | i | i | i | i | -8 | 2 |
| 38 | COc1ccc(/C=N/NC(=O)c2ccncc2)cc1Cn1nc([N+](=O)[O-])c(Br)c1C | 2 | 1 | i | 0 | i | i | i | i | i | -8 | 1 |
| 39 | Cc1ccc(C(=O)Nc2ccccc2C(=O)N2CCCCCC2)cc1 | 0 | -2 | i | / | i | i | i | i | i | -5 | -3 |
| 40 | CCn1c(=NC(=O)C2COc3ccccc3O2)sc2c(C)ccc(OC)c21 (centres undefined) | 0 | 2 | i | / | i | i | -8* | i | 7* | -16 | -2 |
| 41 | CC(=O)NC(CCS(C)(=O)=O)C(=O)Nc1ccc2c(c1)OCO2 (centres undefined) | -1 | 1 | i | -3 | i | i | i | i | i | -15 | / |
| 42 | CCC(C)(C)NC(=O)C(c1cccc(OC)c1)N(C(=O)c1ccn[nH]1)c1cccc(OC)c1 (centres undefined) | 0 | 2 | i | 2 | i | i | i | i | 8* | -14 | 6 |
| 43 | CN1C(=O)Cc2cc(S(=O)(=O)NCCc3ccccc3)ccc21 | -2 | 2 | i | 5 | i | i | i | i | i | -4 | -6 |
| 44 | CC(C)n1c2ccccc2c2cc([N+](=O)[O-])ccc21 | 0 | 1 | i | 0 | i | i | i | i | i | 1 | -2 |
| 45 | COc1ccc(-c2ccc(CO)o2)cc1N | -1 | 0 | i | -1 | i | i | i | i | i | 1 | -8 |
| 46 | CCCCN(CCCC)CCCNC(=O)CC1Oc2ccc(C)cc2NC1=O (centres undefined) | -4 | -3 | i | -1 | i | i | i | i | i | -6 | -2 |
| 47 | CCOc1ccccc1N(CC(=O)NCc1ccccc1)C(=O)CCC(=O)Nc1cc(C)ccn1 | 11 | -11 | i | 0 | i | i | i | i | i | -4 | -4 |
| 48 | O=[N+]([O-])c1ccccc1N/N=C\c1ccccc1F | 0 | -1 | i | / | i | i | i | i | i | -11 | 3 |
| 49 | COc1ccccc1NC(=O)N1CCN(c2ccnc3cc(Cl)ccc23)CC1 | 1 | -4 | i | 0 | i | i | i | i | i | -10 | 1 |
| 50 | CS(=O)(=O)N(CC(=O)Nc1cc(Cl)ccc1Cl)c1ccccc1 | -3 | / | i | 0 | i | i | i | i | i | -8 | 2 |
| 51 | COc1cccc(-n2nnnc2SCC(=O)Nc2ccc(NC(C)=O)cc2)c1 | -2 | -4 | i | -3 | i | i | i | i | i | -2 | / |
| 52 | Cc1ccc(/C=N/NC(=S)NCCc2ccccc2)s1 | 0 | 0 | i | 10 | i | i | i | i | i | 0 | -5 |
| 53 | COC(=O)c1cc(C(=O)OCC(=O)N(C)C2CCS(=O)(=O)C2)cc([N+](=O)[O-])c1 (centres undefined) | -2 | 0 | i | -7 | i | i | i | i | i | -6 | 0 |
| 54 | NC(=O)CC(NC(=O)c1ccccc1)c1ccc(N2CCCCCCC2)c([N+](=O)[O-])c1 (centres undefined) | / | -1 | i | 4 | i | i | i | i | i | -9 | 9 |
| 55 | COc1ccc(/C(O)=C2\C(=O)C(=O)N(c3cc(C)on3)C2c2ccccc2OC)cc1 (centres undefined) | -15 | 0 | i | -1 | i | i | i | i | i | -1 | 1 |
| 56 | CC(=O)NC(Cc1ccccc1F)C(=O)NC1CCN(C(=O)Nc2ccc(C)cc2)CC1 (centres undefined) | -2 | 1 | i | 1 | i | i | i | i | i | -11 | -5 |
| 57 | O=C(Nc1ccnn1C1CCN(C(=O)c2cccc(Cl)c2)CC1)C1CCOC1 (centres undefined) | -1 | 3 | i | -2 | i | i | i | i | i | -6 | -2 |
| 58 | CCCCCN1N=C(C)CC1=O | 3 | 1 | i | 0 | i | i | i | i | i | -5 | -2 |
| 59 | O=[N+]([O-])c1cccnc1Oc1ccc(F)cc1F | -2 | 1 | i | 0 | i | i | i | i | i | -2 | 4 |
| 60 | O=C(c1c[nH]c2ccccc12)C(F)(F)F | -1 | 0 | i | -7 | i | i | i | i | i | -12 | 5 |
